HTR1E agonist: activates the human 5-HT1E serotonin receptor. P28566. actives 0.69% (n = 65,000). activation, % at 6 µM. CHO 5-HT1E Ga15 NFAT-bla reporter, FRET; 0% DMSO wells, 100% control agonist wells. AID 574;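 active means activation above a set limit, the screen-wide mean activation plus 3 SD, cut at about 8.5% in these data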;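 further: 100% = positive control agonist at 1 µM giving full maximal response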
S1P3 agonist: S1P3 (human) receptor agonism; Q99500; activation, % at 4.5 µM; AID 373; actives 0.1% (n = 60,000); S1P3 NFAT-BLA reporter cells, FRET ratio; relative to 1 µM S1P, basal subtracted;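 active means activation above the screen-wide mean plus 3 SD, cut at about 4.5% in these data, passing the limit was not always enough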; further: some compounds called inactive have numbers as strong as hits
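Assay system: CHO cells stably expressing human S1P3, Gα16 and NFAT-β-lactamase reporter. Timing: overnight plating, 4 h compound 37 °C, 2 h substrate RT. Signal: β-lactamase FRET emission ratio 460/535 nm. Measure: percent activation versus median 1 µM S1P response, basal-subtracted, per plate. Repeats: primary screen single test, confirmation screen in triplicate.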
5HT1E antag: blocks the human 5-HT1E serotonin receptor. actives 0.99% (n = 65,000). AID 571. inhibition, % at 6 µM. CHO 5-HT1E Ga15 NFAT-bla reporter, FRET, antagonist;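 active means inhibition above a set limit, the mean inhibition across every tested compound plus 3 SD, cut at about 29% in these data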;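 further: signal is the 460 over 535 nm emission ratio of beta-lactamase substrate; 0% = agonist plus DMSO wells and 100% = wells without agonist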
AP complement: orthogonal test for alternative complement pathway inhibitors; inhibition, % at 5 µM; AID 1235; actives 0.08% (n = 62,000); Human serum alternative complement pathway, LPS-coated ELISA, C3 deposition; tested in compound mixtures;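 active means inhibition above 30% in each of the two pooled mixtures holding the compound, so the lower value exceeds 30%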;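 further: 0% = serum in Mg-EGTA without compound and 100% = EDTA serum blank; some compounds past the cut are filed as inactive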
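Assay system: Human serum alternative complement pathway, C3 deposition on LPS-coated wells | Incubation: 1 h serum-compound exposure at 37 °C | Doses: 5 µM per compound in ten-compound mixtures | Read-out: Percent inhibition | Technique: ELISA with HRP anti-human C3 antibody, TMB substrate, absorbance 450 nm | Replication: Two pool placements per compound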
RORa activator: activates the human nuclear receptor RORA; activation, % at 10 µM; CHO-K1 Gal4-RORA LBD luciferase reporter, luminescence; percent increase over mock-subtracted basal signal; AID 560; actives 1.5% (n = 65,000);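 active means activation above the mean of all tested compounds plus 3 SD, cut at about 49% in these data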;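 further: 0% = DMSO-treated RORA cells and 100% = added signal equal to DMSO minus mock-transfected cells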
S1P1 ag-PAM: agonists and agonism potentiators of human S1P1 receptor; activation, % at 9.5 µM; S1P1 CRE-bla cells, forskolin, beta-lactamase FRET, potentiator mode; S1P1 agonist co-added at EC20, 2 nM; 100% = saturating reference agonist, 0% = basal; actives 0.57% (n = 56,000);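 active means activation above a cutoff set at the mean activation of all tested compounds plus 3 SD, cut at about 54% in these data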;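 further: forskolin at 4 µM as EC80 and the EC20 agonist is SEW2871; 100% = SEW2871 at its EC100 plus forskolin at EC80; some compounds past the cut are filed as inactive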
5HT1a antag: antagonists of human 5-HT1a serotonin receptor | P08908 | CHO 5-HT1a Ga15 NFAT-bla reporter, antagonist mode | inhibition, % at 10 µM | actives 0.68% (n = 62,000) | AID 612;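 active means inhibition above the mean of all tested compounds plus 3 SD, cut at about 43% in these data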;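 further: receptor stimulated by 5-CT agonist at 100 nM near EC80; beta-lactamase reporter measured by ratiometric fluorescence of a cleavable substrate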
Target sequence (P08908 whole entry, looked up): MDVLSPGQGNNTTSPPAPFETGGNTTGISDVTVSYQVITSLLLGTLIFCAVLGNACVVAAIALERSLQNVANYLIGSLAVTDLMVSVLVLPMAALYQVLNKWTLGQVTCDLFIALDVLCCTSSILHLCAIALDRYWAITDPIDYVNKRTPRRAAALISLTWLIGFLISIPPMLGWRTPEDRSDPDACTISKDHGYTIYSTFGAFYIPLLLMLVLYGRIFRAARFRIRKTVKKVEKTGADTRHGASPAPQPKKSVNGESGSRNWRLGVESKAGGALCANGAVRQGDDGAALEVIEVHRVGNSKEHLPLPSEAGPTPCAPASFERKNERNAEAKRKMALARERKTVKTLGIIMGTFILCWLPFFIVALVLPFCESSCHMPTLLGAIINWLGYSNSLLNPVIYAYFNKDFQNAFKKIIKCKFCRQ
SF-1 act: SF-1 (human) activation; Q13285; CHO-K1 Gal4-SF-1 LBD luciferase reporter; % increase over DMSO SF-1-specific signal; activation, % at 10 µM; actives 1.9% (n = 65,000);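 active means activation above the mean activation of all tested compounds plus 3 SD, cut at about 50% in these data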
Target sequence (Q13285 whole entry, looked up, the tested form may be a part): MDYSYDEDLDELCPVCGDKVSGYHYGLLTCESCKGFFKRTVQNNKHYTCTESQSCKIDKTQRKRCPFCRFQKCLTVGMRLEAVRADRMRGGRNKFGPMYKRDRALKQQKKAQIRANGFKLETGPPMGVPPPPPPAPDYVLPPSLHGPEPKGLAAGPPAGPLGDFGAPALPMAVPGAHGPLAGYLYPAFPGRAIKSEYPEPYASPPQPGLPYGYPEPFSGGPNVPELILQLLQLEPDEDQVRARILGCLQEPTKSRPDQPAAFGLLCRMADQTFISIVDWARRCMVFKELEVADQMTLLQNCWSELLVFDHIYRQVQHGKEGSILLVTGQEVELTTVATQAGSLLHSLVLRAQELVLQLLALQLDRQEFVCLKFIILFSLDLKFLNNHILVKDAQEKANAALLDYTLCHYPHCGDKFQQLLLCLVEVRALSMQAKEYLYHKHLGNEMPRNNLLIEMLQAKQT
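Material: CHO-K1 cells with Gal4–hSF-1 LBD chimera plus Gal4-driven luciferase / Input: 4,000 CHO-K1 cells per well / Incubation: compound exposure 20 h at 37 °C / Signal: luminescence read 15 min after SteadyLite luciferase reagent, after room-temperature equilibration / Read-out: percent activation versus DMSO / Benchmarks: DMSO negative control and −SF1 background wells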
Ecoli tolC: blocks growth of E. coli BW25113 tolC mutant; OD615; AID 573; growth inhibition, % at 10 µM (by protocol); actives 2.2% (n = 65,000);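 active means growth inhibition at or above a cutoff equal to the mean over every tested compound plus 3 SD, cut at about 60% in these data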;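 further: growth measured after 20 h incubation at 37 °C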
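Test system: tolC-deleted E. coli BW25113; medium: LB with kanamycin 50 µg/mL; compound: single-point testing at 10 µM; incubation: 20 h compound exposure of bacteria at 37 °C; signal: OD at 615 nm; evaluation: growth inhibition in percent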
The depositor's hits bear a star; nt = no result given.

Results follow in this order: HTR1E agonist	S1P3 agonist	5HT1E antag	AP complement	RORa activator	S1P1 ag-PAM	5HT1a antag	SF-1 act	Ecoli tolC
COc1c[nH]n(C2CCCCC2)c(=O)c1=O
    1.8	-0.5	-4	4	7	-9	-7	0	-6
CCOc1cc(-c2nnc(-c3ccco3)o2)cc(OCC)c1OCC
    0.9	-0.6	4	14	-11	-18	-8	-5	-5
CCOC(=O)C1CCCN(C(=O)CN2C(=O)c3ccccc3C2=O)C1 (centres undefined)
    -1.3	-1.4	-11	-2	-6	-10	6	-1	7
O=C(Cn1cc2c(n1)CCCC2)N1CCc2ccccc21
    -0.5	-0.4	2	11	3	-9	1	5	-5
Cc1ccc(NCc2nnc(SCC(=O)NCCc3ccccc3)n2C)cc1
    0.3	-1.1	-7	-1	-15	2	-8	-23	-12
Cc1cccc(C)c1NC(=O)c1c(-c2ccccc2)noc1C
    -0.2	-1.8	-3	15	-9	-7	1	-16	-5
O=C(NCCCn1ccnc1)Nc1ccc(Cl)cc1
    0.3	-1.0	13	9	-4	17	0	0	4
COc1ccc(CCNS(=O)(=O)c2ccc3oc(C(=O)O)c(C)c3c2)cc1OC
    -0.2	-0.7	-10	9	-8	1	-2	-12	-1
CC(=NCCc1ccccc1)C1=C(O)COC1=O
    -0.1	-1.3	0	-15	-11	-15	2	-7	2
CCOc1ncccc1C(=O)OCC(=O)c1cc(C)n(Cc2ccco2)c1C
    -0.2	-0.9	10	7	91*	54	11	57*	27
CC1Cc2ccccc2N1C(=O)CSc1nnc2c(n1)[nH]c1ccccc12 (centres undefined)
    0.9	-0.5	2	3	-8	-12	5	10	50
COc1ccccc1-c1nc(C(N)=O)c2[nH]c(=O)n(-c3cccc(C)c3)c2n1
    -1.0	0.1	-30	5	11	-9	-8	-24	11
O=C(O)c1cccnc1SC1CC(=O)N(c2cccc(C(F)(F)F)c2)C1=O (centres undefined)
    1.9	-0.9	-3	-4	-24	9	7	2	-12
c1ccc(CN2CCN(c3ncnc4c3[nH]c3ccccc34)CC2)cc1
    0.7	-5.6	35*	-10	-67	63*	nt	-50	43
CCCCCOc1ccccc1C(=O)NCCCC(=O)O
    -0.7	-3.5	0	nt	-1	-6	nt	-2	22
Cc1nc(C)c(C(=O)C2=C(O)C(=O)N(CCN3CCOCC3)C2c2cccnc2)s1 (centres undefined)
    -1.0	-1.5	5	9	29	-4	-1	-16	-22
CC12CN3CC(C)(CN(C1)C3c1ccc3ccccc3c1O)C2=O (centres undefined)
    0.0	-1.6	5	15	-9	nt	5	-4	-5
CCOc1ccc(Cn2nnc(C(=O)Nc3ccc(OC)cc3OC)c2N)cc1
    1.5	0.3	-15	14	17	-2	-4	8	-3
COc1ccc(Cc2nnc(SCC(=O)NCc3ccco3)o2)cc1
    0.0	-0.9	6	8	6	nt	13	16	1
CC(=O)/C(C#N)=C1\NC(=O)C(Cc2ccccc2)S1 (centres undefined)
    0.3	-2.5	1	nt	-41	-21	nt	-18	5

(more compounds)
Results follow in this order: HTR1E agonist	S1P3 agonist	5HT1E antag	AP complement	RORa activator	S1P1 ag-PAM	5HT1a antag	SF-1 act	Ecoli tolC
CC(C)c1ccc(-c2nn[nH]n2)cc1
    -0.6	0.1	-1	10	16	-3	-1	36	10
N#Cc1c(NC(=O)c2ccc(Cn3cc(Br)cn3)o2)sc2c1CCCCCC2
    -0.1	-1.2	5	13	1	18	7	17	61*
Cc1cc(NC(=O)CCCC(=O)Nc2ccc(F)cc2)no1
    -0.5	-1.1	-2	17	6	7	2	-20	0
O=C1NCCN1Cc1cccc(Cl)c1
    0.2	0.2	-3	5	20	-1	5	-2	-10
CN(c1nc(-c2ccccc2)cs1)C1CCS(=O)(=O)C1 (centres undefined)
    0.7	-0.3	-13	8	13	1	1	12	11
CC(=O)c1cc(Cl)ccc1OC(=O)c1ccco1
    0.4	-1.6	0	6	11	-11	8	15	-6
COc1ccc(OCC(=O)Nc2ccc(C)cc2)cc1
    -1.1	-0.5	-9	9	7	-15	-12	-4	3
CC(O)c1nc2ccccc2n1C/C=C/c1ccccc1 (centres undefined)
    -0.3	-1.4	0	27	-5	nt	17	-6	17
Cc1cc2c(=O)n(CC(=O)NCC(=O)N3CCN(Cc4ccccc4)CC3)cnc2s1
    0.8	-1.0	6	10	3	1	1	2	-7
COC(=O)c1c(N)n(-c2ccc(NC(C)=O)cc2)c2nc3ccccc3nc12
    0.9	-1.3	11	-3	-1	-10	-3	-25	-16
CCOc1ccccc1C(=O)n1nc2nc(C)cc(C)c2c1N
    0.6	0.2	-11	7	-6	-2	-16	14	-14
CN(C)c1oc(-c2ccco2)nc1C#N
    -0.6	-0.7	-3	1	-10	-22	7	-15	-11
Cc1cc(C)n(S(=O)(=O)c2cc(Cl)ccc2Cl)n1
    -1.2	0.3	7	12	-1	-11	10	-2	1
COc1ccc(OCC(O)Cn2c(Nc3ccccc3)nc3c2c(=O)n(C)c(=O)n3C)cc1 (centres undefined)
    -1.4	-1.5	-9	-10	3	-3	14	15	2
Cc1ccc(S(=O)(=O)Nc2ccccc2CNc2c(C)n(C)n(-c3ccccc3)c2=O)cc1
    0.4	-1.6	-4	19	-21	4	-2	0	-6
CC1(C)OC(=O)CC1C(=O)NCc1ccccc1 (centres undefined)
    0.0	0.4	-11	22	9	-19	-2	-21	-14
CCn1c(Cn2nnc(-c3ccccc3)n2)nnc1SCC(=O)Nc1ccc(N(C)C)cc1
    -1.0	-1.1	9	-2	-10	22	18	0	13
Cc1cc(C(=O)NCc2cccnc2)cs1
    -0.5	-1.5	9	-1	-6	3	0	8	-6
CCOC(=O)C1CCCN(C(=O)c2cc(-c3ccccc3)on2)C1 (centres undefined)
    -0.1	-0.1	16	-15	-36	-16	0	-22	7
CCOC(=O)c1nnsc1NC(C)=O
    0.2	1.4	2	14	-20	-34	-12	10	-9

Next section:
Results follow in this order: HTR1E agonist	S1P3 agonist	5HT1E antag	AP complement	RORa activator	S1P1 ag-PAM	5HT1a antag	SF-1 act	Ecoli tolC
Cn1c(COc2ccccc2)nnc1SCC(=O)Nc1ccc2c(c1)OCO2
    0.7	2.2	10	7	3	-44	-1	-2	nt
COC(=O)c1cc(NC(=O)CN2CCOCC2)cc(C(=O)OC)c1
    0.5	-0.6	-1	9	-18	0	-1	-10	-5
CC(=O)C1=C(C)Nc2ncnn2C1c1ccc(Cl)cc1Cl (centres undefined)
    0.8	-1.4	0	12	-5	4	-10	-18	-23
COc1ccccc1-c1ccc(=O)n(CC(=O)NC(C)(C)C)n1
    -0.4	-0.6	13	-14	25	0	1	3	-3
CCOc1ccccc1OCC(=O)Nc1ccc(S(=O)(=O)Nc2ncccn2)cc1
    0.6	-0.2	9	nt	1	3	-4	0	-3
COc1ccc(C2(C(=O)Nc3cc(C)on3)CCOCC2)cc1
    0.6	0.3	-5	0	1	-7	3	4	4
O=c1[nH]cc(COCc2ccccc2)c(=O)[nH]1
    -0.7	-0.7	-11	24	-18	nt	-15	-2	-13
CCCc1nnc(NC(=O)CCC(=O)N2CCCCCC2)s1
    -0.1	-0.3	2	-8	8	7	-2	-8	-4
Cc1nc(NC(C)c2ccccc2)c2oc3ccccc3c2n1 (centres undefined)
    -0.6	-1.4	15	16	-58	69	2	-18	16
CCN1CCN(C(=O)c2cnn3c(C(F)F)cc(-c4ccc(C)cc4)nc23)CC1
    0.5	nt	-11	12	28	nt	-13	-9	9
CCCN(CCC)c1nc2ccccc2nc1C(C#N)C(=O)OC(C)COC (centres undefined)
    0.0	-0.5	-9	nt	-27	-14	nt	-4	-8
CCOC(=O)c1cnc(Nc2nc3ccccc3o2)nc1CSc1ncccn1
    0.1	-1.2	5	7	-10	nt	-1	4	0
COc1cc(-c2nc(S(=O)(=O)c3ccc(Cl)cc3)c(N3CCOCC3)o2)cc(OC)c1OC
    -0.7	0.7	9	8	-14	-30	-1	-17	12
O=C(O)c1ccc(CSCc2c(F)cccc2Cl)o1
    0.6	nt	-11	16	-9	nt	-12	3	23
CCn1c(SCC(=O)c2cccs2)nnc1-c1cccs1
    0.7	-0.4	-14	-15	24	3	3	24	9
O=C(NCc1cccnc1)c1cccc(C(F)(F)F)c1
    0.0	-1.3	8	19	-10	-1	10	5	10
CCCc1cc(=O)[nH]c(SCC(=O)N(CC)Cc2ccccc2)n1
    -1.1	nt	1	-4	9	nt	-6	1	15
COC(=O)c1n[nH]c2ccccc12
    -0.2	-3.4	-8	nt	-18	-13	nt	1	-4
CCCn1c(CN2CCCCC2C)nc2c1c(=O)n(C)c(=O)n2C (centres undefined)
    0.7	-0.1	-18	15	1	-16	6	-5	-6
COc1ccc(N2CCN(C(c3cc4ccc(C)cc4[nH]c3=O)c3nnnn3C3CCCC3)CC2)cc1 (centres undefined)
    1.3	-0.5	-3	7	-15	-20	-8	-10	30

Further compounds.
Results follow in this order: HTR1E agonist	S1P3 agonist	5HT1E antag	AP complement	RORa activator	S1P1 ag-PAM	5HT1a antag	SF-1 act	Ecoli tolC
NC(=O)CSc1oc(-c2cccs2)nc1S(=O)(=O)c1ccccc1
    0.4	0.6	1	nt	-11	12	-7	-10	-4
CCn1ncc(Br)c1C(=O)Nc1ccc(Cl)cn1
    -0.6	-1.2	-2	-6	-16	-41	-6	10	21
Cc1c(Cl)c(C(F)(F)F)nn1CC(=O)N1CCSCC1
    -0.4	-1.0	-7	nt	-6	-1	nt	2	10
c1ccc(CNc2nc3ccccc3n2CCN2CCOCC2)nc1
    -1.3	-0.5	5	-10	24	0	13	2	1
CN1C(=O)c2c(sc3c2CCCC3)NC1c1ccccc1O (centres undefined)
    -0.2	-3.1	10	12	18	4	nt	30	3
NS(=O)(=O)c1ccc(NCc2c(F)cccc2Cl)cc1
    -0.2	-0.2	3	7	-5	-2	10	-11	5
CCOC(=O)CCC(NC(=O)c1ccc(NCN2C(=O)c3ccccc3C2=O)cc1)C(=O)OCC (centres undefined)
    -0.6	-2.2	14	11	13	32	9	-6	-1
O=C(Nc1cccc2cccnc12)c1cccc(N2C(=O)CCC2=O)c1
    0.1	-1.8	-1	-2	0	-7	-6	9	-1
CCOc1ccccc1N(C(=O)c1ccco1)C(C(=O)NC1CCCC1)c1cccnc1 (centres undefined)
    -0.1	0.4	-12	1	-13	4	0	-3	-5

Screens deposited in PubChem BioAssay by several laboratories.
